# PAX8 inh HTS: inhibitors of PAX8-driven TPO luciferase reporter, primary screen, RMG-I cells, single concentration; SteadyGlo, 24 h; 1.2% of 360,000 active; inhibition, % at 12.6 µM;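 active = mean replicate inhibition at least 60% with every replicate also reaching 60%; inconclusive = only one of the two criteria is met; inactive = mean below 60% and not all replicates reaching 60%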;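 note: luciferase light reporting Pax8 driven TPO promoter activity; plate controls were median of neutral control wells for no effect and mitoxantrone controls for full effect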
# GSIS activator: GLuc luminescence reporter in INS-1E cells, primary screen for activators of glucose-dependent secretion of insulin. INS-1E GLuc reporter insulin secretion, 2-3 h. 0.61% of 370,000 active. activation, % at 16.6 µM;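 active = lowest replicate activation of at least 40%, so every replicate reaches that level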;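 note: 0% = median of neutral control wells and 100% = median of IBMX positive control wells; some compounds called inactive have numbers as strong as hits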
# PglD inh: C. jejuni PglD acetyltransferase inhibitors, primary screen, biochemical, DTNB colorimetric, single point. UDP-N-acetylbacillosamine N-acetyltransferase PglD (Campylobacter jejuni). purified PglD enzyme, DTNB colorimetric CoA detection. inhibition, % at 12.5 µM. 0.098% of 360,000 active; in the data active = inhibition above about 16%, passing the limit was not always enough; inconclusive = no clear call, values can overlap the other calls; note: strong numbers were not always called active
# PGC1a acetyl inh: inhibitors of PGC1a acetylation signal, primary screen, cell-based, U2OS, AlphaScreen, inhibitor mode; inhibition, % at 15.6 µM; AlphaScreen anti-acetyl-lysine; with virally co-expressed GCN5 acetyltransferase; 0.17% of 350,000 active; AID 651687, 2012;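 active = every replicate shows inhibition of at least 40%; inconclusive = mean inhibition at least 40% but some replicate below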;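 note: 0% = neutral control wells and 100% = positive control wells; some results beyond the cut were filed as inactive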
# C2C12 statin: suppressors of statin myotoxicity in C2C12 myotubes, primary screen, cell-based, single point, plate reader | AID 602340, 2012 | 0.78% of 330,000 active | rescue of ATP level, % at 7.49 µM | C2C12 myotubes + simvastatin, ATP luminescence, 48 h; scaled: DMSO 0, geranylgeraniol control 100;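 active = mean ATP rescue above about 67%, or every replicate alone reaching that limit, limit read from the data, passing the limit was not always enough; inconclusive = no clear call, values can overlap the other calls; inactive = mean under the limit and some replicate under it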;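 note: myotubes were challenged with 10 µM simvastatin during compound exposure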
# LGR2 antag: inhibitors of bursicon-induced LGR2 CRE-luciferase signal, primary screen, cell-based, HEK293, CRE-luciferase reporter, bursicon stimulation. bursicon-stimulated, 4 h. Drosophila bursicon receptor LGR2 (rickets). inhibition, % at 9.99 µM. 0.35% of 380,000 active;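 active = drop in luminescence signal, shown as inhibition above about 50% in the replicate tests, limit read from the data, passing the limit was not always enough; inconclusive = probably only some replicates passing the limit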;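 note: agonist challenge used bursicon conditioned medium at about half maximal strength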
# ARNT-TACC3 inh: disruptors of ARNT/TACC3 protein interaction, primary screen, biochemical, AlphaScreen, single concentration; AlphaScreen His-ARNT PAS-B/GST-TACC3 binding, luminescence; TACC3 fragment carries E629A point mutation; inhibition, % at 9.99 µM; Transforming acidic coiled-coil-containing protein 3 (Homo sapiens), Q9Y6A5; 0.66% of 390,000 active;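 active = mean inhibition of replicates at least 50% and at least half of replicates each reaching 50%; inconclusive = half or more replicates reach 50% but mean below 50%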;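 note: 0% = complete ARNT plus TACC3 wells and 100% = ARNT alone without TACC3; many hits fall short of the cut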
# Cneo AK release: Cryptococcus neoformans cell lysis inducers, primary screen, AK release luminescence, single concentration; C. neoformans lysis, adenylate kinase release luminescence, 4 h; normalised: neutral wells 0, clomiphene wells 100; AID 651654, 2012; 0.2% of 360,000 active; lysis activity, % at 15 µM;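 active = mean lysis activity across replicates of at least 80%, whatever share of replicates individually reach that level; inactive = mean lysis activity below 80%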
#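 Assay system: C. neoformans cells. Amount: yeast cell density of 5 × 10^6 cells/mL. Technique: AK luminescence. Buffer or medium: YPD. Times: static 4 h at 37 °C with compound, 1 h detection. Dosing: single-point compound dose. Read-out: lysis from increased AK signal.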
# * = called active by the depositor; ? = inconclusive; · = not tested or not shown.
SMILES,PAX8 inh HTS,GSIS activator,PglD inh,PGC1a acetyl inh,C2C12 statin,LGR2 antag,ARNT-TACC3 inh,Cneo AK release
COc1cccc(C2CCCN2Cc2nc(-c3cnccn3)no2)c1 (stereo not given),-5.1,-7.2,-1.6,2.4,-4.6,5.6,1.2,2.9
CCOc1ccc(CN2CCN(Cc3cccn3-c3ncccn3)CC2CCO)cc1 (stereo not given),-0.8,-1.0,-2.3,-6.0,10.6,12.0,-3.0,-2.8
CO[C@@H]1CC[C@@H]2CCOc3c(C#N)cccc3C(=O)N(C)C[C@@H](C)C(=O)N(C)C[C@@H]1O2,8.3,4.8,-1.9,-4.9,3.2,-20.4,1.9,0.1
Cc1cc(NC(=O)CSc2ccc3nnc(-c4ccc(F)cc4)n3n2)no1,·,·,-2.5,6.0,29.6,·,9.9,1.3
Cc1ccc(CSCC(=O)NCc2ccc3c(c2)OCO3)cc1,-2.7,9.1,·,7.9,·,5.3,-3.6,·
CCOC(=O)C1(Cc2ccccc2C)CCCN(C(=O)CCc2cccnc2)C1 (stereo not given),-42.5,-1.9,·,·,·,-38.4,-0.1,·
CCOC(=O)CSc1n[nH]c(NC(=O)c2ccc(F)cc2)n1,·,·,2.9,7.3,·,·,-23.4,-1.7
COC(=O)c1ccc2nc(C3CCCCC3)c(Cc3ccccc3)n2c1,-8.3,-18.0,-5.9,-1.5,-7.7,-14.3,·,12.2
Cc1ccc(NS(=O)(=O)c2ccc(C(=O)N3CCCC(C(F)(F)F)C3)cc2)cc1 (stereo not given),28.9,-30.5,-0.3,·,6.9,18.6,-5.9,0.0
COc1cccc(CC(=O)OCC(=O)N(C)CC(=O)Nc2ccccc2Cl)c1,6.2,11.5,1.8,-8.7,-1.6,-3.2,2.3,0.3
CCC(=O)Nc1nnc(-c2cccs2)s1,-54.8,14.0,·,-16.6,·,·,-3.6,·
CC(Oc1ccc2c(-c3ccccc3)cc(=O)oc2c1)C(=O)NCCCN1CCOCC1 (stereo not given),-8.0,17.5,0.0,-6.9,-5.0,2.4,-2.5,5.3
COc1ccccc1NC(=O)c1ccc(NC(=O)CN(C)Cc2ccccc2F)cc1,12.9,-3.2,·,·,·,21.4,7.7,·
Cc1ccc2c(CN(C)Cc3cccc(F)c3)cc(=O)oc2c1C,-64.6,-13.2,-2.0,1.1,-6.0,-31.4,-0.3,-6.0
COCCSc1ccccc1C(=O)Nc1ccccc1C(C)C,-4.9,0.4,·,-13.8,·,-7.0,1.6,·
O=C(NCc1ccccc1)C(=O)Nc1nc(C23CC4CC(CC(C4)C2)C3)cs1,19.2,·,-1.1,·,·,-3.5,·,2.0
COc1ccc(C(=O)NC(=S)NNC(=O)c2ccccc2O)cc1,-21.4,9.0,4.7,·,-14.9,6.8,24.0,4.5
O=[N+]([O-])c1ccc(/C=N/Nc2ccc3ccccc3c2)o1,-71.5,-7.0,-1.1,·,·,-70.6,2.1,-2.0
CC(C)CC#Cc1ccc2c(c1)O[C@H](CN(C)CC1CC1)[C@H](C)CN([C@H](C)CO)S2(=O)=O,·,-5.7,7.9,-35.5,-3.9,-9.0,17.2,2.2
C[C@@H]1CN([C@H](C)CO)C(=O)c2cccc(NS(=O)(=O)c3cccs3)c2O[C@H]1CN(C)Cc1ccc(Oc2ccccc2)cc1,·,-7.8,-6.5,-1.2,9.2,11.6,15.0,1.3
O=C(Nc1ccc2c(c1)[C@@H]1C[C@@H](CC(=O)N3CCCCC3)O[C@H](CO)[C@@H]1O2)c1cccnc1,-0.7,-5.3,1.1,-3.2,1.4,-4.6,-6.5,46.5
CN(Cc1cnn(-c2ccc(F)cc2)c1)C(=O)[C@H]1O[C@@H](n2ccc(=O)[nH]c2=O)[C@H](O)[C@@H]1O,-2.9,-3.3,-0.9,-10.0,0.9,-6.0,·,0.9
O=C(NNC(=O)c1ccc(Cl)cc1Cl)c1ccc2ccccc2c1,-12.2,·,-3.2,-5.8,1.6,-3.0,-4.7,3.7
Cc1cc(C)nc(Nc2nc3ccccc3s2)n1,-70.7,13.1,·,-0.5,·,-35.3,-0.8,·
CCN(CCCNC(=O)C1CCC(=O)N1Cc1ccc(C)cc1)c1cccc(C)c1 (stereo not given),·,-44.2,6.7,·,3.0,16.7,35.5,-0.8
# (next part)
SMILES,PAX8 inh HTS,GSIS activator,PglD inh,PGC1a acetyl inh,C2C12 statin,LGR2 antag,ARNT-TACC3 inh,Cneo AK release
CCCn1nnc(NC(=O)c2cc(Br)cc(Br)c2OC)n1,·,·,0.6,-1.6,-4.4,·,-8.6,1.2
Nc1nc(SCC(=O)Nc2ncc(Cl)cc2Cl)n[nH]1,3.3,0.8,2.7,3.5,-2.5,-8.0,-7.7,0.6
CCN1CCN(c2ccc(NC(=O)c3ccc([N+](=O)[O-])o3)cc2Cl)CC1,83.3*,-15.6,·,·,·,-36.7,-0.2,·
CC1S/C(=N/N=C2CCCCC2)NC1=O (stereo not given),-3.5,·,3.2,·,-4.2,-22.8,8.8,2.6
COc1cccc(NC(=O)c2cnc[nH]2)c1,-25.2,-10.6,3.7,·,-1.6,-6.8,-7.8,-1.7
CCOC(=O)c1cc2c(=O)n3ccccc3nc2n(C(C)C)c1=NC(=O)c1c(-c2c(F)cccc2Cl)noc1C,-0.6,-16.2,·,·,·,-9.5,-2.6,·
O=C(Nc1ccc(F)cc1)c1cccnc1N1CCCCC1,·,-5.8,·,11.4,39.4,3.5,2.7,·
C[C@H]1CN([C@@H](C)CO)C(=O)c2cc(/C=C/c3ccccc3)cnc2O[C@H]1CN(C)Cc1ccccc1,·,7.1,1.2,1.4,-5.5,1.2,2.3,10.7
Cc1ccc(CSCCNS(C)(=O)=O)cc1,3.0,·,-2.0,-0.7,-13.6,·,-4.5,0.1
Cc1cc(NC(=O)CSc2n[nH]c(-c3ccc(Cl)cc3Cl)n2)no1,6.8,-1.0,1.8,-5.1,7.5,12.5,-1.6,-1.7
CN(CC(=O)Nc1ccc(Cl)c(Cl)c1)Cc1nnc(-c2ccc(F)cc2)o1,18.8,-25.2,·,·,·,0.1,8.9,·
COc1cccc(CN2CCNC(=O)C2CC(=O)NCCCN2CCCC2=O)c1 (stereo not given),-15.2,12.3,-5.2,1.3,14.5,8.1,-7.1,1.2
CC(C)NC(=O)N(C)C[C@@H]1OCCCC[C@@H](C)Oc2ccc(NC(=O)Nc3cccc4ccccc34)cc2C(=O)N([C@@H](C)CO)C[C@H]1C,-11.7,3.8,-0.9,5.6,·,6.5,·,-0.1
O=C(CSc1nc(-c2ccncc2)nn1CC(=O)N1CCCCC1)NC1CCCC1,·,1.5,3.6,4.2,9.5,7.6,-6.5,-0.2
COC(=O)/C(C#N)=C(/Nc1ccc(F)c(Cl)c1)C(F)(F)F,10.5,14.4,6.8,5.2,·,-6.1,-29.5,2.2
O=C(O)c1ccn2c(C(=O)c3ccccc3)c(-c3ccccc3)cc2c1,4.7,-6.4,-4.4,6.5,-2.4,5.5,-22.8,4.1
CCOc1ccc(CN(C)C(=O)CNC(=O)C2CCCCC2)cc1,12.4,-6.8,0.0,·,19.2,-11.0,9.8,-3.2
COc1ccc(-c2n[nH]c(=S)n2Cc2ccccc2)cc1OC,26.5,·,2.8,36.0,0.7,14.5,-1.4,-4.5
CC(NC(=O)C(=O)NCCN1CCN(C(=O)c2ccc([N+](=O)[O-])cc2)CC1)c1ccccc1 (stereo not given),12.0,8.2,0.5,-16.6,6.9,-3.9,·,-1.0
Cc1scc(C(=O)NNC(=S)NC(C)c2ccccc2)c1C (stereo not given),-5.3,-31.4,·,·,·,2.2,10.0,·
O=C1CN(C(=O)COC(=O)c2ccccc2NCc2ccco2)c2ccccc2N1,·,·,-6.6,-12.1,·,·,-2.0,0.9
CC1CN(C(=O)CSc2nc(N)c(NC(=O)c3ccc(C(F)(F)F)cc3)c(=O)[nH]2)CC(C)O1 (stereo not given),-2.7,26.2,-5.1,·,-7.4,2.0,·,-0.3
COc1ccc(OCC(=O)N2c3ccc(C)cc3C3CN(C)CCC32)cc1 (stereo not given),-11.0,-0.7,-4.9,-10.4,-6.1,26.0,7.1,-5.2
COc1ccc(C(=O)NCCN2CCOCC2)c(OC)c1,-0.4,9.8,·,-2.0,-2.6,-5.9,-7.2,·
Cc1cc(=O)oc(C)c1C(=O)NCC(C)NC(=O)c1c(C)cc(=O)oc1C (stereo not given),·,·,-9.4,6.3,5.4,·,-4.4,1.4

# One compound at a time (already shown). Screens in order: PAX8 inh HTS | GSIS activator | PglD inh | PGC1a acetyl inh | C2C12 statin | LGR2 antag | ARNT-TACC3 inh | Cneo AK release
# Results for COc1ccc(-c2n[nH]c(=S)n2Cc2ccccc2)cc1OC : 26.5 | · | 2.8 | 36.0 | 0.7 | 14.5 | -1.4 | -4.5
# Results for CCN1CCN(c2ccc(NC(=O)c3ccc([N+](=O)[O-])o3)cc2Cl)CC1 : 83.3* | -15.6 | · | · | · | -36.7 | -0.2 | ·
# Results for CCOc1ccc(CN(C)C(=O)CNC(=O)C2CCCCC2)cc1 : 12.4 | -6.8 | 0.0 | · | 19.2 | -11.0 | 9.8 | -3.2

# (further entries)
SMILES,PAX8 inh HTS,GSIS activator,PglD inh,PGC1a acetyl inh,C2C12 statin,LGR2 antag,ARNT-TACC3 inh,Cneo AK release
CCN(CC(=O)Nc1ccc2c(c1)OCCO2)C(=O)c1cc(=O)[nH]c2ccccc12,0.8,-6.6,·,·,·,-0.2,-2.3,·
O=C(CN1CCN(c2ccccn2)CC1)N(c1ccccc1)c1ccc2ccccc2c1,19.9,·,-6.3,-25.0,33.4,·,0.9,-0.4
CC1(C)CC(C(N)=S)CCO1 (stereo not given),-2.1,3.3,·,3.2,-6.4,-0.2,-3.1,·
O=C(c1cccnc1)N1CCN(c2ccc([N+](=O)[O-])cc2Cl)CC1,4.9,-4.1,5.5,·,·,-0.4,-10.5,1.4
C[C@H](CO)N1C[C@H](C)[C@H](CN(C)Cc2ccc3c(c2)OCO3)Oc2ccc(NC(=O)CCC(F)(F)F)cc2CC1=O,3.4,-7.9,5.3,-14.2,30.1,-0.9,-7.5,-4.4
COc1ccccc1Nc1nc(C)cc(=O)[nH]1,·,7.9,-3.3,8.5,18.8,2.0,1.7,-1.5
CCOc1ccc(Cl)cc1-c1cc(C(=O)Nc2ccc(Br)cc2)[nH]n1,29.2,-6.3,2.4,0.9,-0.9,12.2,·,-0.9
CCCn1c(=O)[nH]c(=O)c2[nH]cnc21,-35.8,37.2,0.0,-0.7,2.1,-3.4,-5.8,0.0
Cn1nc(C(C)(C)C)cc1N1C(=O)CCC1(C)C(=O)NCc1ccccc1 (stereo not given),-9.7,9.9,-0.3,-7.6,1.9,0.5,·,4.7
CO[C@H]1CN(C)C(=O)c2ccc(NC(=O)c3ccc(-c4ccccc4)cc3)cc2OC[C@H](C)NC[C@H]1C,?,5.2,-1.1,-45.5,-113.8,7.6,7.4,0.3
C=CC(COCc1ccccc1)N(CC(=O)OC)S(=O)(=O)c1cc(Br)ccc1OC (stereo not given),7.5,·,-2.0,-2.1,-0.2,·,-0.2,1.2
CC(=O)NC1CC2CCCC(C1)N2C(=O)Nc1cccc(C(C)=O)c1 (stereo not given),-0.2,9.9,5.9,10.4,0.4,2.4,-3.4,-0.8

# Assay outcomes from PubChem BioAssay.
